FH mod – Identification of activators of human fumarate hydratase by quantitative high-throughput screening; Fumarate hydratase, mitochondrial (Homo sapiens), P07954; FH coupled MDH/diaphorase resazurin fluorescence, 15 min; Potency, µM (top dose mostly 79.9 µM), for inactives: at the highest dose activity change, negative = inhibition, actives largely listed as inhibitors; 54,000 tested, 0.22% active; AID 1347055, 2019; also: the screen sought activators but most active calls are inhibition curves; nearly all actives have a fitted effect of over 45% in size
Target sequence (P07954 whole entry, looked up): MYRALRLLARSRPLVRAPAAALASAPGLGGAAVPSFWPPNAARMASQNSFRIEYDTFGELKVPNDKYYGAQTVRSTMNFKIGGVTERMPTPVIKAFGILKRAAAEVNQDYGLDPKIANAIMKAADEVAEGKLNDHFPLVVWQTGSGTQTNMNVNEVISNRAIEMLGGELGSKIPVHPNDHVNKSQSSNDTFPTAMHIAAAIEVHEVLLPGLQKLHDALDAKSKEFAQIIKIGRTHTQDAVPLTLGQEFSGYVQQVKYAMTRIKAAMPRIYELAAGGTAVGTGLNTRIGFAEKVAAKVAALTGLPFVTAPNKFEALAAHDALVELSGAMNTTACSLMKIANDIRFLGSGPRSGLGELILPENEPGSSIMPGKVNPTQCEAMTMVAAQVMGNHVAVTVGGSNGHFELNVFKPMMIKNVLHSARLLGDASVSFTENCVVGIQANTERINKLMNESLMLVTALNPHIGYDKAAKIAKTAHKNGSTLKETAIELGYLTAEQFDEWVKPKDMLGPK
NTMT1 inhibitor – blocks human N-terminal methyltransferase 1 activity; Q9BV86; NTMT1 MTase-Glo SAH luminescence, purified enzyme; Potency, µM (series often up to 114 µM), without a hit: at the top dose activity change, negative = inhibition, actives largely listed as inhibitors; 59,000 tested, 2.5% active;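 also: plate controls were DMSO vehicle for no effect and no enzyme for full effect; nearly all actives have a fitted effect of over 65% in size; many of its hits are not listed in these tables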
Target sequence (Q9BV86 whole entry, looked up): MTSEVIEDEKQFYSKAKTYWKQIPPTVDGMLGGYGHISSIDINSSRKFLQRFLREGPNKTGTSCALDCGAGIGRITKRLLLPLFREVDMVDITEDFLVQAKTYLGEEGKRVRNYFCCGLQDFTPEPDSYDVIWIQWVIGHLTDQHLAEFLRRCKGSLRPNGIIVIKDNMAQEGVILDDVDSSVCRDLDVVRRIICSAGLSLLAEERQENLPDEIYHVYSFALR
Numbers without * were called inactive; u = inconclusive; & = joins results of further samples; [ ] = remark or other dose. Calls follow the shape of the dose curve; as a rule, active = well fitted curve in the direction sought with a large enough effect; inconclusive = small, poorly fitted or top-dose-only effect, or another doubt; inactive = no such curve, though single readings can be large; an effect the other way counts as inactive or inconclusive. Unless noted, % is scaled to controls: 0 for no effect and ±100 for the full control effect; potency is read from the fitted curve at half-maximal effect. This is a subset; rates above refer to the full screens.

SMILES: CC1(C)CCC2(C(=O)O)CCC3(C)C(=CCC4C5(C)CCC(O)C(C)(CO)C5C(O)CC43C)C2C1 (configuration not stated)
  FH mod = 11%[53.3 µM]
  NTMT1 inhibitor = -27%[29.8 µM]

SMILES: Oc1c(I)cc(Cl)c2cccnc12
  FH mod = 19%[53.3 µM]
  NTMT1 inhibitor = 50µM*

SMILES: COc1cc2c(cc1OC)[C@@H]1Cc3ccc(OC)c(OC)c3CN1CC2
  FH mod = 1%[53.3 µM]
  NTMT1 inhibitor = -4%[57.5 µM]

SMILES: N[C@@H](CSSC[C@H](N)C(=O)O)C(=O)O
  FH mod = 3%[0.673 µM]
  NTMT1 inhibitor = 17%[0.501 µM]

SMILES: C/C=C/c1ccc(O)c(OC)c1
  FH mod = u
  NTMT1 inhibitor = 12%[57.5 µM]

SMILES: COc1cc(-c2cccc(O)c2)cc2c1OCO2
  FH mod = -6%
  NTMT1 inhibitor = 16%[57.5 µM]

SMILES: Cc1n[nH]c(C)c1Cc1sc2c(c1C(=O)N1C[C@H](O)CO1)c(=O)n(C)c(=O)n2CC(C)C
  FH mod = 15%
  NTMT1 inhibitor = -24%&8%[57.5 µM]

SMILES: CC(=O)OC1C[C@@]2(C)[C@@H](CC[C@@H](C)[C@]23Cc2c(O)cc4c(c2O3)CNC4=O)C(C)(C)[C@@H]1O (some centres not stated)
  FH mod = 0%[53.3 µM]
  NTMT1 inhibitor = -10%[29.8 µM]

SMILES: CC1(NC(=O)c2ccc(C#Cc3cccc(F)c3)cn2)COC1
  FH mod = 3%
  NTMT1 inhibitor = 3%[57.5 µM]

SMILES: CO[C@H]1C[C@@H]2CC[C@@H](C)[C@@](O)(O2)C(=O)C(=O)N2CCCC[C@H]2C(=O)O[C@H]([C@H](C)C[C@H]2CC[C@@H](OP(C)(C)=O)[C@H](OC)C2)CC(=O)[C@H](C)/C=C(\C)[C@@H](O)[C@@H](OC)C(=O)[C@H](C)C[C@H](C)/C=C/C=C/C=C/1C
  FH mod = -3%[53.3 µM]
  NTMT1 inhibitor = -3%[29.8 µM]

SMILES: COc1cccc(-n2nc(C(=O)O)cc2-c2ccc(C3CCCCC3)c(Cl)c2)c1
  FH mod = u
  NTMT1 inhibitor = u

SMILES: CO[C@H]1C=CO[C@@]2(C)Oc3c(C)c(O)c4c(O)c(c(C=NN5CCN(C)CC5)c(O)c4c3C2=O)NC(=O)C(C)=CC=C[C@H](C)[C@H](O)[C@@H](C)[C@@H](O)[C@@H](C)[C@H](OC(C)=O)[C@H]1C
  FH mod = -1%[13.5 µM]
  NTMT1 inhibitor = -17%[12.6 µM]

SMILES: CC(=O)NC(C(=O)OC1CCC(C)(C)C2CC=C3C(=O)OCC3(O)C12C)C(C)C (configuration not stated)
  FH mod = -3%[53.3 µM]
  NTMT1 inhibitor = 6%[29.8 µM]

SMILES: C=CCc1ccc(O)c(-c2ccc(O)c(CC=C)c2)c1
  FH mod = -20%[53.3 µM]
  NTMT1 inhibitor = -21%[57.5 µM]

SMILES: O=C1OC2(c3ccccc31)c1cc(I)c(O)c(I)c1Oc1c2cc(I)c(O)c1I
  FH mod = u
  NTMT1 inhibitor = 1µM*

SMILES: C[N+]1(C)[C@@H]2CC[C@H]1CC(OC(=O)C(O)c1ccccc1)C2 (some centres not stated)
  FH mod = 6%
  NTMT1 inhibitor = 3%[57.5 µM]

SMILES: CC(C)C(=O)Nc1ncc(-c2cc(C(F)F)nn2-c2c(Cl)cccc2Cl)s1
  FH mod = -16%
  NTMT1 inhibitor = -2%&-20%[57.5 µM]

SMILES: C=C1C(=O)O[C@H]2[C@H]1[C@@H](OC(=O)/C(C)=C\C)C[C@]1(C)O[C@@H]1[C@H]1O[C@H]1C(=C)[C@H]2O
  FH mod = 4%[53.3 µM]
  NTMT1 inhibitor = 9%[29.8 µM]

SMILES: COC(=O)C1=COC(O[C@@H]2O[C@H](CO)[C@@H](O)[C@H](O)[C@H]2O)/C(=C\COC(=O)c2ccc(OC3OC(CO)C(O)C(O)C3O)c(OC)c2)C1CC(=O)OCCc1ccc(O)cc1 (some centres not stated)
  FH mod = 6%[20.6 µM]
  NTMT1 inhibitor = 8%[12.6 µM]

SMILES: Cc1cc(CO)c(O)c(C(=O)CC2CC(=O)NC(=O)C2)c1
  FH mod = -1%
  NTMT1 inhibitor = 10%[57.5 µM]

Random excerpt: three records from the list.
SMILES: CC(=O)NC(C(=O)OC1CCC(C)(C)C2CC=C3C(=O)OCC3(O)C12C)C(C)C (configuration not stated)
  FH mod = -3%[53.3 µM]
  NTMT1 inhibitor = 6%[29.8 µM]

SMILES: Cc1cc(CO)c(O)c(C(=O)CC2CC(=O)NC(=O)C2)c1
  FH mod = -1%
  NTMT1 inhibitor = 10%[57.5 µM]

SMILES: COc1cccc(-n2nc(C(=O)O)cc2-c2ccc(C3CCCCC3)c(Cl)c2)c1
  FH mod = u
  NTMT1 inhibitor = u

In the list so far, 3 have a Cl atom:
SMILES: Oc1c(I)cc(Cl)c2cccnc12
  FH mod = 19%[53.3 µM]
  NTMT1 inhibitor = 50µM*

SMILES: COc1cccc(-n2nc(C(=O)O)cc2-c2ccc(C3CCCCC3)c(Cl)c2)c1
  FH mod = u
  NTMT1 inhibitor = u

SMILES: CC(C)C(=O)Nc1ncc(-c2cc(C(F)F)nn2-c2c(Cl)cccc2Cl)s1
  FH mod = -16%
  NTMT1 inhibitor = -2%&-20%[57.5 µM]

(further entries)
SMILES: CCOC(=O)COc1ccc2c(c1)C[C@@H](NC[C@H](O)c1cccc(Cl)c1)CC2
  FH mod = -4%
  NTMT1 inhibitor = -6%[57.5 µM]

SMILES: CC12CCC3C(C)(C)C(O)CCC3(C)C1Cc1c(oc(C(=O)O)cc1=O)O2 (configuration not stated)
  FH mod = -2%[53.3 µM]
  NTMT1 inhibitor = 1%[29.8 µM]

SMILES: CC1(C)C[C@H](O)C[C@@]2(C)OC(=O)C=C12
  FH mod = -13%
  NTMT1 inhibitor = -15%

SMILES: C=C1C(=O)O[C@@H]2C[C@H](C)C3=CC(=O)[C@H](O)[C@@]3(C)C[C@H]12
  FH mod = -11%
  NTMT1 inhibitor = 1%[57.5 µM]

SMILES: COc1ccc(C(=O)C2CCN(CC(=O)N(Cc3nc4c(c(=O)[nH]3)COCC4)CC3CC3)CC2)cc1
  FH mod = -3%
  NTMT1 inhibitor = 16%[57.5 µM]

SMILES: CC1(C)[C@@H](OC(=O)CCC(=O)O)CC[C@]2(C)[C@H]3C(=O)C=C4[C@@H]5C[C@@](C)(C(=O)O)CC[C@]5(C)CC[C@@]4(C)[C@]3(C)CC[C@@H]12
  FH mod = -16%[53.3 µM]
  NTMT1 inhibitor = 27%[57.5 µM]

SMILES: CN1C(C(=O)Nc2ccccn2)=C(O)c2sc(Cl)cc2S1(=O)=O
  FH mod = 19%[53.3 µM]
  NTMT1 inhibitor = 14%

SMILES: CC[C@H]1OC(=O)[C@H](C)[C@@H](O[C@H]2C[C@@](C)(OC)[C@@H](O)[C@H](C)O2)[C@H](C)[C@@H](O[C@@H]2O[C@H](C)C[C@H](N(C)C)[C@H]2O)[C@](C)(O)C[C@@H](C)/C(=N/OCOCCOC)[C@H](C)[C@@H](O)[C@]1(C)O
  FH mod = 8%
  NTMT1 inhibitor = 13%[57.5 µM]

SMILES: OC[C@H]1O[C@@H](OC/C=C/c2ccc(O)cc2)[C@H](O)[C@@H](O)[C@@H]1O
  FH mod = -7%[53.3 µM]
  NTMT1 inhibitor = 0%[29.8 µM]

SMILES: CN1CCC(=C2c3ccccc3Sc3ccccc32)CC1
  FH mod = -3%[53.3 µM]
  NTMT1 inhibitor = 24%[57.5 µM]

SMILES: COc1ccc(-c2nc3ccc(C4=NNC(=O)CC4C)cc3[nH]2)cc1 (configuration not stated)
  FH mod = -1%
  NTMT1 inhibitor = u

SMILES: O=C(NNc1nc2cc(F)ccc2n2cccc12)c1cnccn1
  FH mod = u
  NTMT1 inhibitor = 8%[57.5 µM]

SMILES: CCOC(=O)C1=C[C@]2(CC)CCCN3CCc4c(n1c1ccccc41)[C@@H]32
  FH mod = -26%&-7%&4%[53.3 µM]
  NTMT1 inhibitor = 25%&-26%[57.5 µM]

SMILES: CC1(C)CCC2(C(=O)OC3OC(CO)C(O)C(O)C3O)CCC3(C)C(=CCC4C5(C)CCC(OC6OC(C(=O)O)C(OC7OC(CO)C(O)C(O)C7O)C(OC7OC(CO)C(O)C(O)C7O)C6O)C(C)(C)C5CCC43C)C2C1 (configuration not stated)
  FH mod = 2%[20.6 µM]
  NTMT1 inhibitor = 6%[12.6 µM]

SMILES: COC(=O)C(CC1CCCC1)c1ccc(S(C)(=O)=O)cc1 (configuration not stated)
  FH mod = 1%
  NTMT1 inhibitor = 3%[57.5 µM]

SMILES: C[n+]1cc(NC(=O)c2cccc(C(=O)Nc3cc4ccccc4[n+](C)c3)n2)cc2ccccc21
  FH mod = u
  NTMT1 inhibitor = 50µM*

SMILES: CC1CCC(n2c3cnccc3c3cnc(Nc4ccc5c(n4)CCN(C(=O)CO)C5)nc32)CC1 (configuration not stated)
  FH mod = -4%
  NTMT1 inhibitor = 0%[29.8 µM]

SMILES: CC(=O)NC(Cc1c[nH]c2ccccc(=O)c12)C(=O)O (configuration not stated)
  FH mod = -2%
  NTMT1 inhibitor = u

SMILES: COc1cc(CNC(=O)CCCCC=CC(C)C)ccc1O
  FH mod = -3%[53.3 µM]
  NTMT1 inhibitor = 30%[57.5 µM]

SMILES: COc1cc(O)cc(/C=C/c2ccc(O[C@@H]3O[C@H](CO)[C@@H](O)[C@H](O)[C@H]3O)cc2)c1
  FH mod = 1%[53.3 µM]
  NTMT1 inhibitor = 10%[29.8 µM]

SMILES: Cc1cccc(N(C)C(=S)Oc2ccc3c(c2)C2CCC3C2)c1 (configuration not stated)
  FH mod = -6%[53.3 µM]
  NTMT1 inhibitor = 22%[57.5 µM]

SMILES: C=C[C@H]1[C@H](O[C@@H]2O[C@H](CO)[C@@H](O)[C@H](O)[C@H]2O)OC=C(C(=O)OC)[C@H]1CCO
  FH mod = -2%[53.3 µM]
  NTMT1 inhibitor = 2%[29.8 µM]

SMILES: O=C1N=C(O)S/C1=C\c1ccc2nccnc2c1
  FH mod = -8%
  NTMT1 inhibitor = 8%

SMILES: NS(=O)(=O)NCCNc1nonc1C(=Nc1ccc(F)c(Br)c1)NO
  FH mod = 6%&-1%
  NTMT1 inhibitor = 2%

SMILES: COC(=O)C1=CO[C@@H](O[C@@H]2O[C@H](CO)[C@@H](O)[C@H](O)[C@H]2O)C2C1C(=O)C[C@H]2C (some centres not stated)
  FH mod = 5%[53.3 µM]
  NTMT1 inhibitor = 5%[29.8 µM]

SMILES: CC(C)OC(=O)c1cc2c(OCC(O)CNC(C)(C)C)cccc2[nH]1 (configuration not stated)
  FH mod = -3%[53.3 µM]
  NTMT1 inhibitor = 12%[57.5 µM]

SMILES: Cc1ccc(C(C)C)c(O)c1
  FH mod = -6%[53.3 µM]
  NTMT1 inhibitor = -7%[57.5 µM]

SMILES: COc1ccc(O)cc1
  FH mod = -13%[53.3 µM]
  NTMT1 inhibitor = 14%[57.5 µM]

SMILES: OCCc1ccccc1
  FH mod = -2%[53.3 µM]
  NTMT1 inhibitor = -4%[57.5 µM]

SMILES: CC(=O)O[C@H]1CC2C(COC(=O)CC(C)C)=CO[C@@H](OC(=O)CC(C)C)C2[C@]12CO2 (some centres not stated)
  FH mod = 0%[53.3 µM]
  NTMT1 inhibitor = 3%[29.8 µM]

SMILES: C=CC(=O)Nc1cccc(C)c1Nc1ncc2cc(-c3c(Cl)c(OC)cc(OC)c3Cl)ccc2n1
  FH mod = -23%
  NTMT1 inhibitor = 14%

SMILES: CS(=O)(=O)CCNCc1ccc(-c2ccc3ncnc(Nc4ccc(OCc5cccc(F)c5)c(Cl)c4)c3c2)o1
  FH mod = -23%
  NTMT1 inhibitor = 9%

SMILES: CC(=O)O[C@@H]1c2c(C)coc2C(=O)[C@@]23O[C@@H]2CC[C@H](C)[C@@]13C
  FH mod = 8%
  NTMT1 inhibitor = 5%[57.5 µM]

Structures listed so far containing two or more sulfur atoms, in the order listed:
SMILES: N[C@@H](CSSC[C@H](N)C(=O)O)C(=O)O
  FH mod = 3%[0.673 µM]
  NTMT1 inhibitor = 17%[0.501 µM]

SMILES: CN1C(C(=O)Nc2ccccn2)=C(O)c2sc(Cl)cc2S1(=O)=O
  FH mod = 19%[53.3 µM]
  NTMT1 inhibitor = 14%
